UHRF1 MBD2 ctr = blocks human UHRF1 binding to methylated DNA | Q96T88 | UHRF1 binding to methylated oligo, TR-FRET | inhibition, % at 4.4 µM | 0.75% of 370,000 active | AID 687016; in the data active means inhibition above about 21%;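 further: UHRF1 SRA domain binding a hemimethylated CpG hairpin DNA probe; 0% = median of test compound wells and 100% = reference inhibitor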
MBD2 DNA inh = MBD2-methylated oligo binding inhibition | TR-FRET, MBD2 binding to methylated oligonucleotide | inhibition, % at 4.4 µM | Q9UBB5 | 0.31% of 370,000 active; in the data active means inhibition above about 13%
HTRA1 inh = inhibitors of human serine peptidase HTRA1; Q92743; recombinant HTRA1, FP-rhodamine activity-based probe, fluorescence polarization; inhibition, % at 5.96 µM; 0.5% of 340,000 active; in the data active means inhibition above about 36%;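 further: 0% = enzyme with DMSO and 100% = wells lacking enzyme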
TCR CD3 inh = blocks the human TCR-CD3 interaction; TAMRA-labeled TCR probe fluorescence, biochemical; inhibition, % at 9.4 µM; 0.37% of 360,000 active; AID 651800; in the data active means inhibition above about 19%;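 further: recombinant mutant TCR 2C K166C tagged with TAMRA read by polarization; 0% = receptor in buffer alone and 100% = receptor with positive control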
mABHD4 FP = inhibitors of mouse ABHD4; purified mABHD4, FP-Rh probe fluorescence polarization; inhibition, % at 8.92 µM; Q8VD66; AID 720543; 0.54% of 370,000 active;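 active means inhibition exceeding the mean over every tested compound plus 3 SD, cut at about 30% in these data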;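 further: 0% = plate median of compound wells and 100% = S159A mutant with DMSO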
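Test system: mABHD4 protein; Read-out basis: % inhibition; Incubation: 45 min + 60 min at 25 °C; Repeats: single replicate; Technique: fluorescence polarization with parallel and perpendicular emission, 525/598 nm; Compound: 8.92 µM, single dose; Benchmarks: full inhibition S159A mutant plus DMSO, zero as sample-well median.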
SIAE primary = human SIAE inhibition, primary screen. SIAE FP-Rh probe binding, fluorescence polarization. 0.69% of 370,000 active. Q9HAT2. inhibition, % at 9.66 µM;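 active means inhibition above a cutoff: mean of compounds within the control limits plus 3 SD of those, cut at about 17% in these data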;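 further: 0% = plate median of compound wells and 100% = probe without SIAE protein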
NPR1 activator = GC-A (human) enzyme activation; activation, % at 10 µM; P16066; 0.14% of 370,000 active; HEK293 GC-A cells, cGMP TR-FRET, EC30 ANP; 0% at EC30 ANP, 100% saturating ANP; AID 1671463; in the data active means activation above about 40%
Target sequence (P16066 whole entry, looked up): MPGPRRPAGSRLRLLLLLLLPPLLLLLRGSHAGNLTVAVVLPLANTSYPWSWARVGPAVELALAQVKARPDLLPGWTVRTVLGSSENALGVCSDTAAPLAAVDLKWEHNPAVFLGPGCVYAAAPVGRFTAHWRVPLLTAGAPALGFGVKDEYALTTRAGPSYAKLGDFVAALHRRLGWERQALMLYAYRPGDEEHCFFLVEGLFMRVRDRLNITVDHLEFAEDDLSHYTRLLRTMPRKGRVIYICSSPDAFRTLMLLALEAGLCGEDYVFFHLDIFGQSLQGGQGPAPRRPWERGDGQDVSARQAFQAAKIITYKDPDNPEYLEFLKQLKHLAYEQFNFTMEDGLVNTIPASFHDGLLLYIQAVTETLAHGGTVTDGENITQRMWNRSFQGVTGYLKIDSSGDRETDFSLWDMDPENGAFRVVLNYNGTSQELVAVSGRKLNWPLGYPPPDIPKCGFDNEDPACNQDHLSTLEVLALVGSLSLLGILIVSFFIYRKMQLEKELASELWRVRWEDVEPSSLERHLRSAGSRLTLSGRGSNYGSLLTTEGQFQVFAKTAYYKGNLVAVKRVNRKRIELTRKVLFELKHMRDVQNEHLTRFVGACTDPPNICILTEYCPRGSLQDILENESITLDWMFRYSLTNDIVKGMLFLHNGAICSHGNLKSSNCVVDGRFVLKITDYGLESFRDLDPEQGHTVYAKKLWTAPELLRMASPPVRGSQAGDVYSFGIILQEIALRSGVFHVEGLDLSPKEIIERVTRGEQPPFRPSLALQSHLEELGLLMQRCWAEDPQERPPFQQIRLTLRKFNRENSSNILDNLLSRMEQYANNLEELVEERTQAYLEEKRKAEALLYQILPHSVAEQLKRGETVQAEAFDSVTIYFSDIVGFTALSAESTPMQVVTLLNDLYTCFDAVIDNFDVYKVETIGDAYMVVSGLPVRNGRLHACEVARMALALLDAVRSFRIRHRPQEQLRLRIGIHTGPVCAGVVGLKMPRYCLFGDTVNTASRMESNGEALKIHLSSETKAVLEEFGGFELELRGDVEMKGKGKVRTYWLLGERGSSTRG
PRMT1 FP inh = inhibitors of human PRMT1; Q99873; recombinant PRMT1, activity-based probe fluorescence polarization; inhibition, % at 2.79 µM; 1.3% of 370,000 active; AID 652257;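 active means inhibition above about 21% made by adding two undisclosed values, limit read from the data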
rCAG binder = r(CAG) repeat RNA binding; 1.3% of 370,000 active; AID 651821; TO-PRO-1 dye displacement fluorescence; inhibition, % at 3 µM;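 active means inhibition above the plate cutoff, the mean of all test compounds on that plate plus 3 SD, cut at about 35% in these data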;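 further: 0% = DMSO alone and 100% = 100 µM mitoxantrone as full dye displacement; higher means more dye released from RNA so lower well fluorescence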
GC-B act = GC-B (human) receptor activation; P20594; HEK293-GC-B cells, CNP EC30, cGMP TR-FRET; 0% at EC30 CNP, 100% saturating CNP; activation, % at 10 µM; 0.11% of 370,000 active; AID 1920062;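 active means activation at 10 µM reaching about 35% in either raw or pattern-adjusted values, limit read from the data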
* hit, by the source's call; . = no result given.

SMILES	UHRF1 MBD2 ctr	MBD2 DNA inh	HTRA1 inh	TCR CD3 inh	mABHD4 FP	SIAE primary	NPR1 activator	PRMT1 FP inh	rCAG binder	GC-B act
C=C1C(C(=O)N2CCOCC2)C1C(=O)N1CCOCC1 (stereo unspecified)	4	0	-4	9	1	-2	2	0	7	-1
CC(C)C(=O)Nc1ccc(NC(=O)c2cccnc2)cn1	3	-3	4	0	0	4	2	-2	0	-6
Cc1ccc(/C(CSc2nccn2-c2ncc(C(F)(F)F)cc2Cl)=N\O)cc1	3	-5	-13	-2	-18	3	-1	0	1	-12
COc1cccc(COC(=O)c2sc3nc4n(c(=O)c3c2C)CCC4)c1OC	-1	-1	-2	-2	5	-3	-1	2	4	4
CCOc1ccccc1C1C(C#N)=C(N)Oc2cc(C)n(C)c(=O)c21 (stereo unspecified)	1	1	-4	-7	0	7	4	3	6	0
Cc1ccc(C)c(C(=O)COC(=O)Cn2c(C)csc2=O)c1	0	-2	-2	1	-6	-11	0	-3	-3	-4
NC(=O)[C@H](Cc1cc2ccccc2s1)NC(=O)[C@@H]1CC2(CC(c3cccc(NC(=O)[C@@H]4CCC(=O)N4)c3)=NO2)CN1C(=O)/C=C/Sc1ccccc1 (stereo partly specified)	1	-3	-87	10	-51	-73	2	4	20	5
C=CCN(CC#Cc1ccccn1)Cc1ccc(OC)cc1OC	1	3	.	.	-5	9	-9	-1	0	-3
CCOc1ccc(C(=O)Nc2ccc3c(c2)OCCO3)cc1OC	-1	1	-4	8	2	2	1	1	-5	-4
Cc1ccccc1CS(=O)(=O)Cc1ccc(C(=O)NCCCN2CCOCC2)o1	-1	-3	8	7	1	3	4	-7	-4	6
CCN(CC)c1ccc(/C=N\N2CCN(Cc3ccc(C)cc3)CC2)cc1	13	3	4	-4	2	2	10	-2	-10	-3
CCOc1ccc2nc(NCCNC(=O)C3CC3)c(C)cc2c1	-5	1	3	-3	-1	1	9	-3	-7	0
COc1ccccc1C(=O)Nc1ccccn1	4	-1	-8	-1	3	7	-4	4	-2	2
O=C(Nc1cc2c(oc1=O)CCCC2=O)c1ccccc1	-1	0	0	4	0	2	-3	2	1	-3
CN(C)C(=O)CSc1nnc(-c2cnccn2)n1C	4	-3	8	-8	-7	1	-1	2	-2	6
NCCCSC1=NCCCN1	0	5	0	5	3	1	-2	10	-1	6
Cc1ccc(-n2c(SCC(=O)NC3CCCCC3)nc3c(c2=O)SCC3)cc1	0	-5	9	1	-2	7	1	-4	5	1
CS(=O)(=O)N1CCC(C(=O)Nc2ccc(F)cc2)CC1	0	2	10	1	1	0	7	0	0	2
CC(Oc1ccc2oc3ccccc3c2c1)C(=O)NC12CC3CC(CC(C3)C1)C2 (stereo unspecified)	8	-2	-28	4	-7	-5	6	3	1	2
O=C(NNC(=S)Nc1ccccc1)C1CCCCC1	-1	-7	2	3	1	7	4	-2	1	0

15 successive compounds from above:
SMILES	UHRF1 MBD2 ctr	MBD2 DNA inh	HTRA1 inh	TCR CD3 inh	mABHD4 FP	SIAE primary	NPR1 activator	PRMT1 FP inh	rCAG binder	GC-B act
C=C1C(C(=O)N2CCOCC2)C1C(=O)N1CCOCC1 (stereo unspecified)	4	0	-4	9	1	-2	2	0	7	-1
CC(C)C(=O)Nc1ccc(NC(=O)c2cccnc2)cn1	3	-3	4	0	0	4	2	-2	0	-6
Cc1ccc(/C(CSc2nccn2-c2ncc(C(F)(F)F)cc2Cl)=N\O)cc1	3	-5	-13	-2	-18	3	-1	0	1	-12
COc1cccc(COC(=O)c2sc3nc4n(c(=O)c3c2C)CCC4)c1OC	-1	-1	-2	-2	5	-3	-1	2	4	4
CCOc1ccccc1C1C(C#N)=C(N)Oc2cc(C)n(C)c(=O)c21 (stereo unspecified)	1	1	-4	-7	0	7	4	3	6	0
Cc1ccc(C)c(C(=O)COC(=O)Cn2c(C)csc2=O)c1	0	-2	-2	1	-6	-11	0	-3	-3	-4
NC(=O)[C@H](Cc1cc2ccccc2s1)NC(=O)[C@@H]1CC2(CC(c3cccc(NC(=O)[C@@H]4CCC(=O)N4)c3)=NO2)CN1C(=O)/C=C/Sc1ccccc1 (stereo partly specified)	1	-3	-87	10	-51	-73	2	4	20	5
C=CCN(CC#Cc1ccccn1)Cc1ccc(OC)cc1OC	1	3	.	.	-5	9	-9	-1	0	-3
CCOc1ccc(C(=O)Nc2ccc3c(c2)OCCO3)cc1OC	-1	1	-4	8	2	2	1	1	-5	-4
Cc1ccccc1CS(=O)(=O)Cc1ccc(C(=O)NCCCN2CCOCC2)o1	-1	-3	8	7	1	3	4	-7	-4	6
CCN(CC)c1ccc(/C=N\N2CCN(Cc3ccc(C)cc3)CC2)cc1	13	3	4	-4	2	2	10	-2	-10	-3
CCOc1ccc2nc(NCCNC(=O)C3CC3)c(C)cc2c1	-5	1	3	-3	-1	1	9	-3	-7	0
COc1ccccc1C(=O)Nc1ccccn1	4	-1	-8	-1	3	7	-4	4	-2	2
O=C(Nc1cc2c(oc1=O)CCCC2=O)c1ccccc1	-1	0	0	4	0	2	-3	2	1	-3
CN(C)C(=O)CSc1nnc(-c2cnccn2)n1C	4	-3	8	-8	-7	1	-1	2	-2	6

Next section
SMILES	UHRF1 MBD2 ctr	MBD2 DNA inh	HTRA1 inh	TCR CD3 inh	mABHD4 FP	SIAE primary	NPR1 activator	PRMT1 FP inh	rCAG binder	GC-B act
CC1CCCN(c2ccc(C(=O)NCC3CCCO3)cn2)C1 (stereo unspecified)	2	-1	18	7	-2	0	1	1	-4	-2
CCCCc1ccc(NC(=S)NN2CCOCC2)cc1	1	1	0	-11	4	-3	2	3	-2	5
Cc1c(C#N)c(N)nc2c3c(sc12)NC(=O)CC3c1ccccc1 (stereo unspecified)	-5	1	0	-3	2	3	11	-1	-2	18
CCN1CCN(C(=O)Cn2nc(C)n3c(cc4c(OC)cccc43)c2=O)CC1	-8	-4	3	4	4	8	2	-1	-4	1
CCOC(=O)c1c(C)[nH]c(C(=O)COC(=O)C2=NNC(=O)CC2)c1C	-1	-1	-1	10	10	-8	2	2	-1	-6
O=S(=O)(Nc1c(F)cccc1F)c1ccc(Cl)nc1	-3	0	3	8	2	-4	1	0	1	5
CCc1c(C(=O)NNC(=S)NCCc2ccccc2)csc1C	-1	-3	-6	0	3	15	-3	-5	7	-5
Cn1nc(C(=O)NNC(=O)Cc2ccc(S(=O)(=O)N3CCOCC3)s2)c2ccccc2c1=O	-3	-3	6	18	2	-2	2	-6	8	-2
CCOC(=O)c1c[nH]c2c(C)ccc(Cl)c2c1=O	2	4	3	0	-7	4	1	-2	0	-3
COC(=O)c1cc2c(c3c4cc(F)ccc4n(S(=O)(=O)c4ccccc4)c13)C(=O)N(Cc1ccco1)C2	1	-1	.	2	-13	-14	-7	11	24	-3
Cc1ccc(NC(=O)Nc2ccon2)cc1Cl	2	-1	-10	-1	-8	15	-1	1	8	2
COc1ccc(N2CCN(C(=O)c3cc4c(s3)-c3ccccc3OC4)CC2)cc1	-2	-2	-5	1	-9	2	-2	-1	7	7
CCN1CCN(S(=O)(=O)c2ccc(S(=O)(=O)NC3CC3)cc2)CC1	5	-1	10	5	-6	4	3	-3	0	3
O=C(c1cccc(S(=O)(=O)Nc2ccccc2F)c1)N1CCN(c2ccccc2F)CC1	3	-1	-1	-7	6	-2	-2	6	13	-8
Cc1ccc(SCC(=O)NC(=O)c2ccc(S(=O)(=O)N(C)C)cc2)cc1C	0	-4	-5	0	0	-2	19	3	-2	-4
O=C(CCc1nc(-c2ccccc2F)no1)NC1CCN(Cc2ccccc2)CC1	-1	-5	-1	2	2	-3	-1	-5	-5	8
Cc1noc(/C=C/N(C)C)c1S(=O)(=O)N1CCN(c2ccccc2)CC1	-1	-1	-19	3	-8	4	-9	-1	19	-7
Cn1c(-c2cnn(-c3ccccc3)c2N)n[nH]c1=S	1	-3	1	2	-3	7	-4	-2	-3	-11
O=c1c2ccccc2nnn1CSc1nnc(-c2cccc(S(=O)(=O)N3CCCCC3)c2)o1	-1	-4	-20	6	-3	-10	6	2	2	-3
Cc1ccc(S(=O)(=O)N2CCN(C(=O)CCN3C(=O)c4ccccc4C3=O)CC2)cc1C	5	0	4	2	1	3	-12	-1	-4	-7
Cc1ccccc1C(=O)N/N=C1\SCC(=O)N1Cc1ccco1	1	5	-7	1	-7	3	-3	3	3	3
OCCC#Cc1ccc(N2C(c3ccsc3)=Cc3ccc(F)cc3C2c2c[nH]c3ccccc23)cc1 (stereo unspecified)	-3	-3	.	7	-5	2	0	-5	13	-5
Cc1cc(C=C2C(=O)c3ccccc3C2=O)c(C)n1C	-8	-5	3	2	6	1	3	2	16	0
COc1ccc(NC2CC(=O)N(c3cccc(C)c3)C2=O)cc1 (stereo unspecified)	0	1	6	-4	10	0	8	0	26	0
COc1ccc(OC)c(NC(=O)COC(=O)CCC2CCCC2)c1	0	-1	-2	0	-1	-2	0	0	0	4
Cc1cc(C)c(C)c(OC(=O)c2sc(Cl)nc2C)c1	2	-1	-7	-2	3	1	-22	-1	2	-6
OC(c1ccccc1)c1nc(-c2cccs2)cs1 (stereo unspecified)	-3	3	.	-1	2	1	1	0	0	0
COc1ccc(C(=O)NCC(=O)OCc2ccc(F)cc2Cl)cc1OC	-2	3	0	-1	-4	0	0	2	0	-7
Cc1ccc(CNC(=O)CCC(=O)Nc2nnc(C3CCCCC3)s2)cc1	7	12	0	-1	-11	0	3	9	-4	3
CC1(C)Cc2ccccc2-c2nnc(SCC(=O)N3CCc4ccccc43)n21	1	-3	-7	11	1	-15	-6	-4	-3	-10
COC(=O)C1=C(C)N(C)C(=S)N(C)C1c1cccc(Br)c1 (stereo unspecified)	-1	0	-8	1	0	10	-6	-3	-3	-4
COc1cc(NC(=O)Nc2ccc(C)cc2)cc([N+](=O)[O-])c1	1	0	-16	-5	-8	6	1	-4	9	-3
CC(=O)Nc1sc2c(c1-c1nc(-c3ccccc3)cs1)CCN(C(C)C)C2	17	11	.	.	17	-3	17	20	.	0
CCOc1ccc(C(C)NC(=O)c2ccccc2OCc2c(C)noc2C)cc1OCC (stereo unspecified)	-2	-5	-5	-13	-6	-9	-3	-2	-2	2
Cc1c(Cl)c(C(F)(F)F)nn1CC(=O)N1CCSCC1	10	9	4	-1	-18	-5	-1	0	2	2
O=C(COc1ccccc1Br)Nc1ccc2c(c1)OCCCO2	-1	1	-13	-2	2	5	-3	2	-3	9
Cc1oc2cc([N+](=O)[O-])c(O)c([N+](=O)[O-])c2c1C(=O)c1ccc(Br)cc1	-10	-4	8	-4	9	4	1	7	68*	-5

These rows are one share of the data, so the mix of outcomes need not match the whole.
